# Casp7 inh: blocks human caspase-7 allosterically or competitively; AID 889; 75,000 compounds, 0.02% hits; recombinant caspase-7, Ac-DEVD-AFC fluorescence rate; Potency, µM (highest dose often 57.5 µM), for the others: at the top dose activity change, negative = inhibition, actives largely listed as inhibitors; active = well fitted inhibition curve with a large enough effect in the main read-out, with a control signal flat, not every such curve was filed as active; inconclusive = small, poorly fitted or top-dose-only effect, or a change in a side signal; note: potency is the fitted concentration of half-maximal effect; % of control where 0% means no effect
# Target sequence (P55210 24-198 limits assumed): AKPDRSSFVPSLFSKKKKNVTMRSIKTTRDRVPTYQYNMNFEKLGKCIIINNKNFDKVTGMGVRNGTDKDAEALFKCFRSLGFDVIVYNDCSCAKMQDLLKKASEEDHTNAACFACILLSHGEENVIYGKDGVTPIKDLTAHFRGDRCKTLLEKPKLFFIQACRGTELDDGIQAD
# Target sequence (P55210 207-303 limits assumed): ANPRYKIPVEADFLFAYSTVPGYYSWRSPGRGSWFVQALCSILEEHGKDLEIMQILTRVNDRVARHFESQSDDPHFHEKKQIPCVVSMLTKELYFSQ
# USP2a inh: USP2a (human) protease inhibition; O75604; USP2a enzymatic assay, qHTS inhibition; Potency, µM (titrated, usually from 38.3 µM), without a hit: top-dose activity change, negative = inhibition, most hits filed as inhibitors; 60,000 compounds, 0.1% hits; AID 927;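 note: potency is the fitted concentration of half-maximal effect; nearly all actives have a fitted effect of over 60% in size; plate controls were DMSO for no effect and NEM full inhibition control for full effect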
#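 Inhibition is measured in a cell-free coupled assay with 20 nM USP2 core, 20 nM Ub-PLA2 and 20 uM NBD C6-HPC, 2.5 h incubation. Activity normalized to NEM control.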
# A350 autofl: compound fluoresces in the Alexa 350 spectral region; Compound autofluorescence, 340/450 nm, Alexa 350 dye-equivalents; active compounds read high; max dye-equivalent concentration, M; 59,000 compounds, 11% hits; in the data active = max dye-equivalent concentration above about 10 nM; inconclusive = mostly about 1.1 nM to 9.6 nM
# CRE-bla Fsk: alters forskolin-stimulated CRE reporter signaling in CHO cells | AID 662 | Potency, µM (series often up to 38.2 µM), without a hit: at the highest dose activity change, negative = inhibition, most hits filed as activators | 71,000 compounds, 2.5% hits | CHO CRE-bla reporter (cAMP response element driving beta-lactamase), forskolin EC10, beta-lactamase ratio; active = well fitted activation curve with a large enough effect in the signal ratio, with a control signal flat, not every such curve was filed as active; inconclusive = small, poorly fitted or top-dose-only effect, or effect the other way, or a change in a side signal; the % refers to the signal ratio; note: potency is the fitted concentration of half-maximal effect; % of control where 0% means no effect
#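 Beta-lactamase reporter under a cAMP responsive element in CHO cells; compounds tested in titration series against EC10 NKH 477, 3 h at 37 °C. Read-out: CCF4 FRET ratio 460nm/530nm (excitation 405nm) giving %Activity, fitted to AC50.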
# BRCT inh red: BRCT-phosphoprotein interaction inhibition (red fluorophore). Potency, µM (series often up to 76.9 µM), for the others: at the highest dose activity change, negative = inhibition, hits mostly inhibitors. BRCT-phosphopeptide binding, red fluorescence polarization. AID 892. P38398. 75,000 compounds, 0.03% hits; note: % is set by controls: 0 for no effect and ±100 for the full control effect
#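 Rhodamine-labelled pBACH1 10-mer (100 nM) bound to BRCT domain (100 nM) at pH 7.3; compounds incubated 12 min room temperature, polarization read. Free peptide defines full inhibition; unlabelled decapeptide titrated as control.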
# BRCT inh green: BRCA1 BRCT-phosphoprotein interaction inhibition; P38398; BRCA1 BRCT-phosphopeptide binding, green fluorescence polarization; Potency, µM (titrated, usually from 76.9 µM), without a hit: at the highest dose activity change, negative = inhibition, hits mostly inhibitors; 75,000 compounds, 0.05% hits;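 note: potency is the fitted concentration of half-maximal effect; plate controls were peptide without protein for full effect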
#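 Compounds were incubated for 12 min at room temperature with a complex of 100 nM fluorescein-tagged pBACH1 decapeptide and 250 nM His-tagged BRCT protein. Buffer was phosphate pH 7.3 with EDTA, DTT and Tween 20. Disruption of binding lowers the polarization signal.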
# Luciferase inh: blocks Photinus pyralis firefly luciferase activity. P08659. purified firefly luciferase, luminescence, 8 min. Potency, µM (highest dose often 57.1 µM), inactives show at the highest dose activity change, negative = inhibition, hits mostly inhibitors. 72,000 compounds, 2.2% hits; note: potency is the fitted concentration of half-maximal effect; % is set by controls: 0 for no effect and ±100 for the full control effect; nearly all actives have a fitted effect of over 40% in size
#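 Substrate buffer containing 10 uM ATP (pH 7.2 imidazole, Mg2+, KCl, detergent, BSA) is dispensed, compound pinned in, then luciferase/luciferin detector mix added. After 8 min at ambient temperature, light output is measured.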
# HEK293 cAMP cs: parental HEK293 cAMP activation (counter-screen). AID 938. parental HEK293 CNG cAMP sensor, membrane potential fluorescence. Potency, µM (top dose mostly 57.1 µM), inactives show top-dose activation, hits mostly activators. 73,000 compounds, 2.5% hits; note: potency is the fitted concentration of half-maximal effect; % of control where 0% means no effect; nearly all actives have a fitted effect of over 55% in size
#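 Parental HEK 293 cells stably expressing a modified CNG channel (no TSHR) report cAMP rise as membrane depolarization. Membrane potential dye with 100 uM RO 20-1724 was loaded for 60 min at room temperature, then compound added for 30 min; fluorescence read at 590 nm.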
# Tau fil binding: binders of human tau filaments | 71,000 compounds, 2% hits | P10636 | AID 596 | recombinant tau filaments, thioflavin S fluorescence, 15 h; filaments grown with octadecylsulfate alongside compound | Potency, µM (titrated, usually from 57.1 µM), for the others: at the highest dose activity change, negative = inhibition;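 note: potency is the fitted concentration of half-maximal effect; % is set by controls: 0 for no effect and ±100 for the full control effect; actives lower thioflavin S fluorescence by blocking filaments or displacing dye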
# Target sequence (P10636 whole entry, looked up): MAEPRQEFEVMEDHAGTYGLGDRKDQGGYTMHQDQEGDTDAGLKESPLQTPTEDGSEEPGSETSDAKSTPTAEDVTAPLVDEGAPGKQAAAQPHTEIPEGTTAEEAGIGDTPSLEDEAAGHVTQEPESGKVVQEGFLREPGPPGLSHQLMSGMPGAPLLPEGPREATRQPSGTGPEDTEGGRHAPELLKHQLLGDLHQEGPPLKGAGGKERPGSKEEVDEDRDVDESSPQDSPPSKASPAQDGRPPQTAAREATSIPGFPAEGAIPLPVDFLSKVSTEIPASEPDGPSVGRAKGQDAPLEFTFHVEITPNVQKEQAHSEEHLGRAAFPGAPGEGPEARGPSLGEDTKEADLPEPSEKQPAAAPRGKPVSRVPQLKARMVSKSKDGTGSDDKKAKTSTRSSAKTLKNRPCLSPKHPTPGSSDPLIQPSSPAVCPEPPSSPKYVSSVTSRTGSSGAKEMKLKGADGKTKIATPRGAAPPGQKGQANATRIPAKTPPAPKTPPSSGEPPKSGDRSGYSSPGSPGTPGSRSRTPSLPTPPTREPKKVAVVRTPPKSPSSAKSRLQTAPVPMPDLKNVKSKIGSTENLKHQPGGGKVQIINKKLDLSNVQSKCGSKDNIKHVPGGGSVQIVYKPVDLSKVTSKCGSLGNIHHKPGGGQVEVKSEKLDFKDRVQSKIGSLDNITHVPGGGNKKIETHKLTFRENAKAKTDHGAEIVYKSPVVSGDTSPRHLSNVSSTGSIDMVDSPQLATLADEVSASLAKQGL
#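 His-tagged recombinant human tau (exons 2, 3, 10; 1 uM final) fibrillized with 30 uM sodium octadecylsulfate, 15 h at 37 C, in pH 7.4 HEPES buffer with 10 uM thioflavine S and 5 mM DTT. Reduced ThS fluorescence (450/510 nm) marks activity.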
# Caspase-1 inhib: caspase-1 (human) inhibition, allosteric or competitive; Caspase-1 enzyme, Ac-WEHD-AFC fluorogenic rate; P29466; Potency, µM (doses to about 57.5 µM), for the others: top-dose activity change, negative = inhibition, usual class: inhibitors; AID 900; 75,000 compounds, 0.03% hits;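 note: potency is the fitted concentration of half-maximal effect; plate controls were vehicle for no effect and no substrate for full effect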
# ERK AVP block: blocks ERK signaling stimulated by vasopressin; HEK293-V1b, vasopressin-stimulated pERK AlphaScreen; Potency, µM (highest dose often 57.5 µM), for inactives: at the highest dose activity, negative = inhibition, actives largely listed as inhibitors; 72,000 compounds, 0.99% hits; note: potency is the fitted concentration of half-maximal effect; % is set by controls: 0 for no effect and ±100 for the full control effect; nearly all actives have a fitted effect of over 55% in size
#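 qHTS, compounds titrated on V1b-expressing HEK293 cells. Preincubation 30 min at 37C, vasopressin 25 nM for 5 min, lysis 10 min, bead incubation 5 hr at room temperature.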
# Active calls of the source: *; i = inactive; ? = inconclusive; . = no result given; [ ] = remark or other dose. Unless noted, calls come from the whole dose curve; as a rule, active = well fitted curve in the direction sought with a large enough effect; inconclusive = small, poorly fitted or top-dose-only effect, or another doubt; inactive = no such curve, though single readings can be large; an effect the other way counts as inactive or inconclusive.
SMILES,Casp7 inh,USP2a inh,A350 autofl,CRE-bla Fsk,BRCT inh red,BRCT inh green,Luciferase inh,HEK293 cAMP cs,Tau fil binding,Caspase-1 inhib,ERK AVP block
O=C(Cn1nc(-c2ccccc2)c2ccccc2c1=O)NCCN1CCOCC1,-1%,.,.,.,0.2%,0.0%,.,-6%,.,-3%,.
CCC12CCCN3CCC4(C(=C(C(=O)OC)C1)Nc1ccccc14)C32 (stereo unspecified),-5%,-3%,?,-5%,-0.2%,1.6%,0%,25µM*,0%,-7%,-20%
CCc1ccccc1NC(=O)C(CC)Sc1nc2cc3c(cc2c(=O)n1Cc1ccco1)OCO3 (stereo unspecified),0%,6%,i,-3%,0.5%,-1.8%,3%,?,-6%,-3%,-11%
CCn1c(SCC(=O)NCc2ccccc2)nnc1-c1ccccc1O,-2%,6%,i,-2%,0.3%,1.7%,2%,0%,0%,0%,-6%
CC(C)=C1CCC(C)CC1=O (stereo unspecified),0%,.,.,0%,-0.5%,-0.5%,.,-11%,0%,1%,21%
NC(=O)NC1NC(=O)NC1=O (stereo unspecified),-3%,1%,.,.,1.7%,-1.3%[3.08 µM],.,.,.,-2%,20%
O=C(CCNC(=O)Cn1ccc2ccccc2c1=O)NCCN1CCN(c2cccc(Cl)c2)CC1,-27%,21%,2.2e-08M*,-14%,-0.8%,-3.7%,-1%,7%,104%,2%,19%
O=C1c2ccccc2C(=O)N1CCCc1nc2ccccc2c(=O)n1Cc1ccco1,-5%,3%,.,?,-2.1%,0.3%,0%,9%,42%,-6%,?
CCC(C)(C)n1nnnc1C(c1cc2ccc(OC)cc2[nH]c1=O)N1CCc2ccccc21 (stereo unspecified),-26%,262%[activator],i,-9%,-6.4%,2.1%,-1%,?,34%,?,-1%
CC1(C)NC(=O)N(CC(O)CN2CCCC2)C1=O (stereo unspecified),0%,-11%,i,-8%,-0.7%,-1.8%,2%,1%,0%,-2%,-5%
COc1ccccc1N1CCN(C(=O)C2CCN(S(=O)(=O)c3ccc(F)cc3)CC2)CC1,2%,25%,.,-14%,-1.6%,1.2%,1%,-4%,-5%,-7%,4%
O=C(CN1C(=O)CSc2ccccc21)NC1CCCC1,-1%,-17%,i,1%,0.5%,-0.6%,0%,10%,-12%,-1%,-7%
Nc1ccc([N+](=O)[O-])c(N)c1,-1%,.,.,-24%,0.5%,-0.7%,.,43%,-3%,-3%,8%
Cc1cccc(Cn2c(N(C)Cc3ccccc3)nc3c2c(=O)[nH]c(=O)n3C)c1,-5%,.,.,13µM*,-2.0%,-0.1%,2%,8%,7%,-3%,.
O=C1c2ccccc2N2C(=O)c3ccccc3C2N1O (stereo unspecified),-1%,3%,?,8%,0.0%,-1.1%,2%,9%,11%,0%,7%
CCOC(=O)c1snc(C(=O)NC2CCCCC2)c1N,-3%,-5%,2.5e-07M*,16%,0.7%,-0.4%,-18%,?,-12%,-2%,39%[activator]
Cc1ccc(C(=O)N2CCN(C(=O)CN3CCOCC3)C2)cc1,0%,1%[7.66 µM],.,?,2.0%,-1.0%,1%,7%[11.4 µM],288%[11.4 µM],-2%,?
Cc1c(Cl)ccc2c1NC(=O)[C@]21N[C@@H](CCC(N)=O)[C@H]2C(=O)N(c3ccc(F)cc3)C(=O)[C@H]21,-1%,3%,i,-19%,1.4%,-0.9%,-3%,25%,15%,1%,-2%
COC(=O)N1CCC[C@@]2(CCN(C(c3ccccc3)c3ccccc3)C2)C1,-1%,21%,i,-5%,-4.4%,-4.0%,2%[11.4 µM],7.9µM*,3%,-6%,4%
COc1ccc(-c2ccc(NCCC3=CCCCC3)nn2)cc1OC,-1%,70%[activator],i,11%,0.6%,0.0%,-1%,?,-26%,-3%,-16%
Cc1cc(SCc2ccccc2)nc(=O)[nH]1,-1%,5%,i,-5%,-0.2%,-1.7%,1%,13%,-6%,0%,-5%
CN(C)CCCN1C(=O)C(=O)/C(=C(/O)c2ccc3c(c2)OCO3)C1c1cccnc1 (stereo unspecified),1%,1%,i,-13%,0.1%,-0.8%,1%,-1%,2%,0%,-1%
COC(=O)[C@@]1(Cc2ccc(F)cc2)[C@H]2c3cc(C(=O)N4CCCC4)n(Cc4cc(F)cc5c4OCOC5)c3C[C@H]2CN1C(=O)c1ccccc1,-10%,.,.,?,1.7%,3.0%,.,?,33%,-3%,-29%
Cc1cc(CNC(=O)[C@H](C)[C@H]2C[C@]2(C)[C@H](NC(=O)OCc2ccccc2)c2ccccc2)nn1C,0%,.,.,-5%,-0.3%,-1.5%,.,?,-6%,5%,5%
COC(=O)C1=C(C)N(Cc2ccccc2)[C@]23O[C@](C(=O)OC)(C(=O)N2C1c1ccccc1)C(C(=O)OC)=C3C(=O)OC (stereo partly specified),-1%[11.5 µM],.,.,.,0.8%[15.4 µM],-2.0%[15.4 µM],.,3%[11.4 µM],.,1%[11.5 µM],11%[11.5 µM]
CCOc1ccccc1C(=O)N(Cc1cccs1)C1CCS(=O)(=O)C1 (stereo unspecified),-1%,5%,?,-7%,-0.1%,-0.2%,1%,11%,1%,-11%,-7%
Cc1cc(NS(=O)(=O)c2ccccc2)cc(Cl)c1O,-2%,-4%,.,7%,2.5%,-2.5%,3%,6%,4%,-1%,-21%
Cc1oc(-c2ccccc2F)nc1CN1CCC(C(=O)NCc2cccnc2)CC1,-4%,5%,i,9%,0.2%,-1.5%,-1%,?,4%,0%,6%
CCCN1CCN(CCCNC(=O)Cn2nc(-c3ccc(C)cc3)ccc2=O)CC1,1%,10%,i,-1%,-2.2%,-0.9%,0%,13%,0%,0%,12%
Cn1c(=O)c2c(nc(NCCO)n2CCc2ccccc2)n(C)c1=O,-2%,-1%,i,2%,1.7%,0.4%,0%,6%,-1%,1%,?
COc1ccc(-n2c(Cc3cccn3C)nnc2SCC(=O)Nc2ccc3c(c2)OCCO3)cc1,-3%,.,.,?,1.0%,2.6%,-2%,-3%,21%,0%,14%
CS(=O)(=O)Nc1ccc(C(=O)NCc2ccc3c(c2)OCO3)cc1,2%,4%,i,?,-0.6%,-2.9%,1%,5%,-8%,-1%,-26%
COc1ccc(N(C(=O)c2ccc(S(=O)(=O)N3CCOCC3)cc2)C2C=CS(=O)(=O)C2)cc1 (stereo unspecified),-2%,13%,i,0%,-1.2%,0.4%,-3%,19%,-15%,-3%,13%
CSc1nc(-c2ccccc2)nc(SC)c1C(C)=O,1%,-9%,i,?,0.1%,-0.7%,0%,?,?,-1%,17%
Cc1ncc(CO)c(CO)c1O,-1%[25.7 µM],1%[17.1 µM],1.6e-08M*,?,1.3%[34.4 µM],-2.0%[34.4 µM],10%[25.5 µM],6%[25.6 µM],0%[25.6 µM],-1%[25.7 µM],-11%[25.7 µM]
CC(C)[C@H](NC(=O)OC(C)(C)C)c1nnc(SCC(=O)Nc2ccc(Br)cc2)o1,-2%,26%,i,-14%,-0.7%,-0.2%,2%,?,-13%,-1%,?
Cc1cc(Cl)c(S(=O)(=O)N2CCN(c3ccc(F)cc3)CC2)cc1OCC(N)=O,0%,-9%,i,-1%,-2.0%,-1.7%,2%,5%,26%,1%,-30%
O=S(Cc1ccc(Cl)cc1)CC(O)COCc1ccc(Cl)cc1 (stereo unspecified),1%,6%,.,-7%,-0.8%,1.8%,2%,-4%,-2%,-2%,3%
Cc1cnc(CNc2ncnc3ccc(-c4cccc(C#N)c4)cc23)cn1,-5%,14%,i,8%,4.3%,-3.3%,3%[2.29 µM],-3%,1%,-3%,-7%
O=S(=O)(NCCc1ccccn1)c1cccs1,6%,-7%,i,4%,-0.5%,-0.4%,4%,-4%,4%,0%,7%
CCC(OC(=O)c1cccs1)C(=O)NCc1ccc2c(c1)OCO2 (stereo unspecified),-2%,34%[activator],i,-7%,-1.1%,-1.2%,5%,13%,-5%,-1%,5%
COc1ccc2cc(CCNC(=O)C(C)C)c(=O)[nH]c2c1,-1%,.,.,-24%,-2.0%,-1.8%,1%,13%,14%,4%,.
Cc1ccc(C)c(OCCCC(=O)O)c1,-1%,16%,i,-8%,0.6%,1.9%,3%,?,12%,0%,-3%
CC(C)N(C(=O)C1CC(=O)OC12CCCCC2)C(C)C (stereo unspecified),-2%,4%[7.66 µM],.,-23%[7.6 µM],-0.4%,-1.6%,1%,7%[11.4 µM],8%[11.4 µM],0%,-4%
Cc1ccc(C(=O)CCNc2ccc(F)c(Cl)c2)o1,-2%,-3%,i,0%,0.3%,0.4%,0%,0%,-1%,-2%,-13%

# Assay outcomes: PubChem BioAssay, National Center for Advancing Translational Sciences (NCATS)
